p53null 39C kill: p53 null cell cytotoxicity, nonpermissive temperature; Potency, µM (series often up to 46.1 µM), for the others: at the highest dose activity, negative = cell killing, usual class: cytotoxic; 55,000 tested, 0.97% active; H1299 p53-null (neo) cells, 39C, ATPlite viability, 24 h; AID 904; active = well fitted cell-killing curve with a large enough effect; inconclusive = small, poorly fitted or top-dose-only effect; inactive = no such curve, though single readings can be large or run the other way;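 also: 0% = DMSO only and -100% = full killing by 100 µM tamoxifen; nearly all actives have a fitted effect of over 50% in size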
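Luminescent ATP signal reported cell survival after H1299 lines (neo, p53 null; or p53 A138V) received up to 46 uM compound and 24 hr incubation at 39C.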
Active calls of the source: *; u = inconclusive; [ ] = dose if it differs, or a comment. Potency is read from the fitted curve at half-maximal effect. These rows are one share of the data; the hit share may differ from the screen's.

structure	p53null 39C kill
O=C(NC(=S)N1CCc2ccccc21)c1ccccc1	-15%[1.84 µM]
CCCCNC(=S)NNC(=O)c1ccc2c(c1)OCO2	-5%[1.84 µM]
Cc1nnc(SC(C)C(=O)NC2CCCc3ccccc32)n1-c1ccccc1 (stereo not given)	31%[activator]
CCOC(=O)c1c(-c2cccc([N+](=O)[O-])c2)csc1NC(=O)CCCOc1ccccc1	23%
Fc1ccc2nc(Nc3nc4c(F)cc(F)cc4s3)sc2c1	-1%
CCc1sc(C(=O)Nc2ccc(F)cc2C)cc1C	13%[1.84 µM]
Cc1c(NC(=S)NCc2ccc(F)cc2)cccc1[N+](=O)[O-]	22%
CN1CCN(/N=C/c2cccc(Cl)c2Cl)CC1	-6%[1.84 µM]
CCOc1cc(C=C2C(=O)c3ccccc3C2=O)ccc1OCC(=O)Nc1ccc(C)cc1	35%
O=C(N/N=C/c1c[nH]c2ccccc12)C1CC1(c1ccccc1)c1ccccc1 (stereo not given)	-8%
Cc1nn(-c2cccc(Cl)c2)c(Cl)c1/C=N/NC(=O)c1cccs1	10%[1.84 µM]
COc1ccc2nc(N3C(=O)CC(C(C)c4ccccc4)C3=O)sc2c1 (stereo not given)	2%[1.84 µM]
O=C(NNC(=S)NCc1ccco1)c1cccs1	7%[1.84 µM]
O=C(/C=C/c1ccc(Cl)cc1)NC(=S)Nc1ccc(N2CCOCC2)c(Cl)c1	2%[1.84 µM]
Cn1c(N)c(C(=O)c2ccc(Cl)cc2)c(=O)n(C)c1=O	4%
Cc1ccc(S(=O)(=O)N2CCN(CC(=O)N/N=C/c3cc([N+](=O)[O-])ccc3Cl)CC2)cc1	17%
CCOC(=O)c1c(NC(=O)CSc2nc3cc(Cl)ccc3c(=O)n2Cc2ccco2)sc(C(=O)N(C)C)c1C	21%
Cc1cccc(CN2CCN(C(=O)CCl)CC2)c1	15%[1.84 µM]
Nc1nc(-c2ccc([N+](=O)[O-])cc2)cs1	6%[1.84 µM]
Cc1cc(C)cc(NC(=S)N2CCN(c3ncccn3)CC2)c1	3%[1.84 µM]
CCOC(=O)/C(C#N)=C/c1ccc(OC(=O)c2ccco2)c(OCC)c1	10%[1.84 µM]
Cc1ccc(NC(=O)Nc2cccc([N+](=O)[O-])c2)cc1F	-9%
S=c1[nH]nc(-c2ccco2)n1/N=C/c1ccc(Cl)c(Cl)c1	-2%
Cc1ccc(Sc2c(C)nn(C(=O)C3CC3)c2C)cc1	5%[1.84 µM]
CC(C)(C)c1ccc(OCC(=O)N/N=C/c2ccsc2)cc1	-8%[1.84 µM]
Cc1cccc(C(=O)N[C@H](C(=O)Nc2nccs2)C(C)C)c1	32%[activator]
CCc1ccc[n+](-c2[nH]c(=O)sc2/C=N/NC([S-])=Nc2ccccc2)c1	32%
COc1cc(/C=N/NC(=O)c2cccnc2)ccc1OCC(=O)N1CCOCC1	9%
COc1ccc(N(CCN2C(=O)c3ccccc3C2=O)C(=O)c2cccc([N+](=O)[O-])c2)cc1	13%[1.84 µM]
Cc1cc(OCc2cc3c(cc2Cl)OCO3)c2c(C)cc(=O)oc2c1	1%[1.84 µM]
COc1ccc(NC(=S)Nc2cc(C)cc(C)n2)cc1OC	20%
COc1ccc(/C=N/NC(=S)NC2CCS(=O)(=O)C2)cc1 (stereo not given)	-31%[1.84 µM]
CN(c1ccccc1)S(=O)(=O)c1cccc(NC(=O)Cn2cnc3c2c(=O)n(C)c(=O)n3C)c1	0%[1.84 µM]
CNC(=S)Nc1ccc(C23CC4CC(CC(C4)C2)C3)cc1	14%
Cc1ccc2nc(-c3ccc(N4C(=NC(=O)CCC(=O)O)SC5CS(=O)(=O)CC54)cc3)sc2c1 (stereo not given)	10%[1.84 µM]
Cc1[nH]n(-c2ccccc2)c(=O)c1N=Nc1cccc(S(=O)(=O)N2CCOCC2)c1	-2%[1.84 µM]
COc1cccc2c(SCC(=O)N/N=C/c3ccccc3)cc(C)nc12	-1%
Cc1nc(Nc2ccccc2)sc1-c1ccccc1	u
CCCCc1c(O)nc2ccccn2c1=O	6%[1.84 µM]
CCOC(=O)N1CCc2c(sc3nc(SC(C)C)n(N)c(=O)c23)C1	15%[1.84 µM]
COc1cccc(/C=N/N2CCOCC2)c1O	-12%
c1csc(-c2nnc(N3CCCCCC3)c3ccccc23)c1	7%
Cc1cc[n+](-c2[nH]c(=O)sc2/C=N/NC(=O)c2ccccc2[O-])cc1C	21%
S=C(NC1CCCCC1)N(CCc1ccccc1)CCc1ccccc1	2%
CCCc1ccc(-c2cc(NC(=O)CSc3nnc(N)s3)n(-c3ccccc3)n2)cc1	0%[1.84 µM]
Cc1ncc(CO)c(/C=N/NC(=O)c2ccccc2Br)c1O	8%[1.84 µM]
Cc1ccc(N2C(=O)NC(NC(=O)C(C)(C)C)(C(F)(F)F)C2=O)cc1 (stereo not given)	7%[1.84 µM]
COc1ccc(CCNC(=O)COC(=O)Cc2ccc(OC)cc2)cc1	-5%[1.84 µM]
CCOC(=O)c1cc(CC)sc1NC(=O)C1CC(=O)NN1Cc1ccccc1 (stereo not given)	1%[1.84 µM]
N#CC1=C(N)n2c(s/c(=C\c3cccs3)c2=O)=C(C#N)C1c1cccs1 (stereo not given)	3%

Part of the list above in order of molecular weight, descending.
structure	p53null 39C kill
CCCc1ccc(-c2cc(NC(=O)CSc3nnc(N)s3)n(-c3ccccc3)n2)cc1	0%[1.84 µM]
CCOC(=O)c1cc(CC)sc1NC(=O)C1CC(=O)NN1Cc1ccccc1 (stereo not given)	1%[1.84 µM]
N#CC1=C(N)n2c(s/c(=C\c3cccs3)c2=O)=C(C#N)C1c1cccs1 (stereo not given)	3%
S=C(NC1CCCCC1)N(CCc1ccccc1)CCc1ccccc1	2%
Cc1ncc(CO)c(/C=N/NC(=O)c2ccccc2Br)c1O	8%[1.84 µM]
Cc1ccc(N2C(=O)NC(NC(=O)C(C)(C)C)(C(F)(F)F)C2=O)cc1 (stereo not given)	7%[1.84 µM]

Later entries.
structure	p53null 39C kill
COc1cccc(/C=N/Nc2nnc(C)n2N)c1OCc1ccccc1Cl	18µM*
O=C(CCNC(=O)c1ccccc1Cl)NCC12CC3CC(CC(C3)C1)C2	18%
O=C(COc1ccc(Cl)cc1Cl)Nc1ccc(S(=O)(=O)NC2=NCCCCC2)cc1	-11%[1.84 µM]
COc1ccc([N+](=O)[O-])cc1NC(=O)CSc1nncn1-c1ccccc1	22%
O=C(CSc1nc2ccccc2c(=O)n1-c1ccccc1)N1CCCc2ccccc21	-2%[1.84 µM]
CCOC(=O)C1CCN(c2ccc(C(N)=O)cc2[N+](=O)[O-])CC1	8%
CN(Cc1ccccc1)C(=O)COC(=O)c1ccccc1Nc1ccccc1	-9%[1.84 µM]
CS(=O)(=O)c1ccc(C(=O)Nc2cc(S(C)(=O)=O)ccc2Cl)cc1	28%
Oc1ccc(-c2nnc(-c3ccccc3)c(-c3ccccc3)n2)cc1	33%
Cc1ccc(NS(=O)(=O)c2ccc(Cl)c(C(=O)O)c2)cc1S(=O)(=O)N1CCOCC1	9%
COc1ccc(NC(=S)N2CCN(c3ccccn3)CC2)cc1OC	28%
Cc1cc(C)nc(NS(=O)(=O)c2ccc(NC(=O)C3(c4ccccc4)CCCC3)cc2)n1	-1%[1.84 µM]
Cc1ccc(OCc2ccc(C#N)cc2)c(C(=O)c2cc(C#N)c(=O)n(C3CC3)c2)c1	38%
CC(NC(=O)COc1ccc(-c2nnco2)cc1)c1ccc(Cl)cc1Cl (stereo not given)	1%
CC1(C)CC(=O)c2cc(NC(=O)c3ccccc3)c(=O)oc2C1	-4%[1.84 µM]
Cc1ccc(S(=O)(=O)NCC(=O)OCC(=O)Nc2ccccc2OC(F)F)cc1	7%[1.84 µM]
Cc1cccc(C(=O)c2c(N)sc3c2CCC(C)C3)c1 (stereo not given)	10%
Cc1ccc(CN2CC(C(=O)Nc3nnc(SCc4c(Cl)cccc4Cl)s3)CC2=O)cc1 (stereo not given)	15%
O=C(O)c1cc(-c2ccc(N3CCOCC3)cc2)nn1-c1ccc(F)cc1F	-13%[1.84 µM]
COc1cccc(-n2c(SCC(=O)Nc3ccc4c(c3)CCC4)nc3ccccc3c2=O)c1	0%[1.84 µM]
O=C(Cc1cccc2ccccc12)N/N=C/C=C/c1cccc([N+](=O)[O-])c1	7%
CSc1nc(-c2ccc(Cl)cc2)nn1C(=O)c1ccccc1	-3%
O=C(/C=C/c1ccccc1)c1ccc2c3c(cccc13)CC2	-6%[1.84 µM]
COc1ccc(C)cc1NC(=O)COC(=O)Cc1ccc(-c2ccccc2)cc1	8%[1.84 µM]
CCc1nnc(NS(=O)(=O)c2ccc(NC(=O)c3cc4ccccc4oc3=O)cc2)s1	9%[1.84 µM]
Cc1ccc(Nc2nnc(-c3ccncc3)s2)c(Br)c1	15%[1.84 µM]
CNc1ccc(NC(C)=O)cc1[N+](=O)[O-]	-11%[1.84 µM]
Cc1ccc(OCC(=O)N(C)Cc2ccccc2)c([N+](=O)[O-])n1	-12%[1.84 µM]
Cc1ccc(S(=O)(=O)c2c(C(=O)c3ccccc3)cnc3cc4c(cc23)OCCO4)cc1	15%
Cc1ccc(-c2csc(NC(=O)c3ccc4c(=O)n5c(nc4c3)CCCCC5)n2)cc1	10%
O=C(O)CC1S/C(=N/N=C/C=C/c2ccccc2)NC1=O (stereo not given)	0%
CCCn1c(SCC(=O)Nc2ccc(C)c(S(=O)(=O)N3CCOCC3)c2)n[nH]c1=O	12%
O=C(NN1C(=O)C2C3C=CC(C4CC34)C2C1=O)c1ccc(Cl)c(Cl)c1 (stereo not given)	0%[1.84 µM]
Cc1ccc(-c2csc(NC(=O)CCCc3cccs3)n2)cc1	-3%[1.84 µM]
CCOC(=O)CCCNC(=O)COC(=O)[C@@H]1CCCN1S(=O)(=O)c1ccc(Cl)cc1	31%[activator]
CCOCC(=O)Nc1cc([N+](=O)[O-])ccc1C	-5%[1.84 µM]
CC1=C/C(=N\NC(=O)c2ccc(O)cc2)CC1	9%
Cc1ccc(S(=O)(=O)N(C)CC(=O)OCC(=O)c2c(N)n(C)c(=O)n(C)c2=O)cc1	3%
Cc1cc(OCCN2CCCCCC2)ccc1[N+](=O)[O-]	-9%[1.84 µM]
O=C(CCNC(=O)c1ccccc1Cl)Nc1nc(-c2ccc(F)cc2)cs1	-1%
O=C(CCc1nc2ccccc2s1)OCc1ccccc1F	-9%[1.84 µM]
Cc1ccc(C(=O)Nc2cc(Cl)ccc2Oc2ccccc2)cc1[N+](=O)[O-]	7%[1.84 µM]
O=C(COC(=O)Cn1cnc2ccccc2c1=O)Nc1ccc(Cl)cc1	12%
Cc1cc(Br)ccc1NC(=O)c1ccccc1-c1ccccc1	25%[1.84 µM]
Cc1ccc(NC(=O)CN(C)C(=O)Cn2cc(C(F)(F)F)ccc2=O)cc1	4%[1.84 µM]
Cc1cccc(C)c1NC(=O)COc1ccc2c(C)c(Cc3ccccc3)c(=O)oc2c1	21%[1.84 µM]
COc1cc(CN(C)C(C)C(=O)Nc2ccc([N+](=O)[O-])cc2Cl)ccc1OC(F)F (stereo not given)	19%
COCCn1c(SCc2nc3scc(-c4ccc(Cl)cc4)c3c(=O)[nH]2)nnc1-c1cccc(C)c1	14%
Cc1ccc(NS(=O)(=O)c2cccc(C(=O)NCCc3c[nH]c4ccccc34)c2)c(C)c1	6%[1.84 µM]
N#CC1=C(N)N2C(=C(C#N)C1c1ccc(Br)cc1)Nc1ccccc12 (stereo not given)	1%[1.84 µM]

Next results
structure	p53null 39C kill
CCN1CCC2(CC1)N=C(c1ccc(F)cc1)C(=S)N2C(=O)c1ccc(C)cc1	18%
O=S(=O)(N/N=C\c1cccnc1)c1ccccc1	-2%[1.84 µM]
Cc1ccc2c(c1)c(C)cc[n+]2Cc1ccccc1	-5%[1.84 µM]
C=C(C)CNC(=S)Nc1cccc2cnccc12	6%
Cc1ccc(CNC(=O)c2ccccc2SCC(=O)NCC2CCCCC2)cc1	13%[1.84 µM]
O=C(Nc1cccc(F)c1)c1ccccc1-c1ccccc1	12%[1.84 µM]
Cc1ccc(-c2nc(C)sc2CC(=O)Nc2cccc(C)c2C)cc1	-6%[1.84 µM]
CN(c1ccc(OCC(=O)Nc2nc3ccccc3s2)cc1)S(=O)(=O)c1ccccc1	-6%[1.84 µM]
CNC(=O)NC(=O)COC(=O)c1ccc(-n2c(C)ccc2C)cc1	7%
O=C(Cc1ccccc1[N+](=O)[O-])NCc1ccc(Cl)cc1Cl	14%[1.84 µM]
CCC[C@@H](NS(=O)(=O)c1ccc(C)cc1)C(=O)Oc1ccc2c3c(c(=O)oc2c1)CCC3	12%[1.84 µM]
COc1ccccc1-c1c(C(F)(F)F)oc2cc(OCC(=O)Nc3cc(C)ccc3C)ccc2c1=O	-15%[1.84 µM]
O=C(CSCc1ccc(Cl)cc1)Nc1ccc(-c2nnc(-c3ccccc3)o2)cc1	25%
COc1ccc(NC(=O)C2(c3ccc(NC(=O)c4ccc(OC)cc4)cc3)CCCC2)cc1	12%
Cc1ccc(S(=O)(=O)N(C)Cc2ccc(C(=O)NN=C3C4CC5CC(C4)CC3C5)cc2)cc1	8%[1.84 µM]
Cc1ccc(S(=O)(=O)N(C)C)cc1NC(=O)COC(=O)CCC(=O)c1ccc(F)cc1	15%
CN(Cc1ccccc1)S(=O)(=O)c1ccc(OCC(=O)Nc2cccc([N+](=O)[O-])c2)cc1	18%
